TGFb inhibitor = qHTS for Inhibitors of TGF-b; Potency, µM (series often up to 46.1 µM), without a hit: at the top dose activity, negative = inhibition, most hits filed as inhibitors; HepG2 CAGA-GFP TGF-b/SMAD3 reporter, GFP fluorescence, 18 h; TGF-beta stimulated, 500 pg/mL final; 410,000 compounds, 1.2% hits; also: potency is read from the fitted curve at half-maximal effect; % is scaled to controls: 0 for no effect and ±100 for the full control effect; nearly all actives have a fitted effect of over 65% in size
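GFP signal (ex488/em500-530) from TGF-beta-stimulated HEPG2 CAGA-GFP cells, 500 pg/mL final, 18 h at 37 degrees C in DMEM plus 1% FBS, normalized to unstimulated and DMSO-stimulated controls.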
CCT chaperon mod = High-Throughput Screening for Modulators of Cytosolic Chaperonin Activity. purified chaperonin ATPase assay, HTRF ADP detection, 30 min. activity change, % (test concentration not listed), hits read low. 360,000 compounds, 0.3% hits. AID 651819, 2012; in the data active = activity change below about -30%; also: % is scaled to controls: 0 for no effect and ±100 for the full control effect
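TRiC at 40 or 20 nM final (batch-dependent) in 30 mM Tris pH 7.4, 100 mM KCl, 5 mM MgCl2, 1 mM DTT, with compound at single 76 uM and 10 uM ATP, 30 min at 37 deg C. ADP detected by HTRF Transcreener, 665/615 ratio.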
Mm-Cpn inhibitor = Inhibitors of TCP-1 ring complex (TRiC) of Methanococcus maripaludis (MmCpn): qHTS | Chaperonin Mm-Cpn (Methanococcus maripaludis) | purified Mm-Cpn ATPase, ADP Transcreener TR-FRET | Potency, µM (highest dose often 76.9 µM), for inactives: top-dose activity, negative = inhibition, most hits filed as inhibitors | 330,000 compounds, 0.031% hits | AID 504842, 2011; also: potency is read from the fitted curve at half-maximal effect; % is scaled to controls: 0 for no effect and ±100 for the full control effect; nearly all actives have a fitted effect of over 80% in size
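Measured: ADP formation by purified Mm-CPN. Conditions: 25 nM protein, 10 uM ATP, Tris pH 7.4 with Mg2+, K+ and DTT, 37°C for 30 min. Detection: Transcreener HTRF after 30 min at room temperature.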
ATXN viability = Viability Counterscreen for Primary qHTS for Inhibitors of ATXN expression; S2 cells (HEK-293 line with an ATXN2-luciferase reporter) viability, CellTiter-Fluor protease fluorescence, 24 h; Potency, µM (titrated, usually from 56.7 µM), actives largely listed as cytotoxic; 400,000 compounds, 0.49% hits; AID 651635, 2014; also: potency is read from the fitted curve at half-maximal effect; nearly all actives have a fitted effect of over 40% in size
Nrf2 block = Nrf2 qHTS screen for inhibitors; A549 ARE-Fluc reporter, luciferase luminescence, 18-24 h; Potency, µM (titrated, usually from 46 µM), inactives show at the highest dose activity change, negative = inhibition, most hits filed as inhibitors; 360,000 compounds, 2.1% hits; also: potency is read from the fitted curve at half-maximal effect; % is scaled to controls: 0 for no effect and ±100 for the full control effect; nearly all actives have a fitted effect of over 60% in size
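A549 ARE_Fluc cells (5000/well, 5% FBS OPTI-MEM) pre-incubated 2 h, then treated with compounds 18-24 h at 37C/5% CO2 in concentration-response. CellTiter-Fluor viability read first; BugLite luciferase luminescence after 15 min at room temperature gives Nrf2 activity.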
Nrf2 activator = qHTS of Nrf2 Activators. AREc32 ARE-luciferase reporter (MCF7-derived line), luminescence, 24 h. Potency, µM (highest dose often 46.1 µM), for inactives: at the highest dose activation, actives largely listed as activators. 410,000 compounds, 0.31% hits. AID 624171, 2012; also: potency is read from the fitted curve at half-maximal effect; % of control where 0% means no effect; nearly all actives have a fitted effect of over 65% in size
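AREc32 cells carrying an ARE-driven firefly luciferase reporter were seeded at 1000 cells/well in OPTI-MEM with 5% FBS, then exposed to compound for 24 hr at 37 deg C. Luminescence was read with Steady-Glo after 30 min at RT.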
pAkt inh = HTS Assay for Inhibitors of Akt Phophorylation: Primary Screen. 360,000 compounds, 0.32% hits. activity change, % for hits at 50 µM. Neuro2A IGF-stimulated pAkt S473 HTRF, 20 min; stronger effect = lower value; in the data active = activity change below about -80%; inconclusive = mostly about -51% to -80%; also: % is scaled to controls: 0 for no effect and ±100 for the full control effect
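Single-point screen (50 µM final compound) in Neuro2A cells stimulated 20 min with 6 nM IGF at 37 deg C. After lysis, Ser473-phosphorylated Akt read by HTRF (ex 330 nm, em 615/665 nm) as the 665/615 ratio.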
HepG2 viability = qHTS for Inhibitors of TGF-b: Cytotox Counterscreen. 410,000 compounds, 0.76% hits. HepG2 CAGA-GFP viability, ATP luminescence, 18 h. Potency, µM (highest dose often 46.1 µM), for inactives: top-dose activity change, negative = cytotoxicity, most hits filed as cytotoxic. AID 588856, 2011; also: potency is read from the fitted curve at half-maximal effect; some results filed as inactive show a strong effect at the top dose
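HepG2 CAGA-GFP cells (1000/well, DMEM with 1% FBS) received compound, then TGF-beta at 500 pg/mL final, and were incubated 18 hours at 37 degrees C. Viability was read by CellTiter-Glo luminescence. Media-only wells were set as complete cell-killing and DMSO as no toxicity.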
A549 tox = Nrf2 qHTS screen for inhibitors: counterscreen for cytotoxicity | AID 504648, 2011 | A549 ARE-Fluc cells, CellTiter-Fluor viability, 18-24 h | 390,000 compounds, 0.16% hits | Potency, µM (highest dose often 46 µM), inactives show at the top dose activity change, negative = cytotoxicity, most hits filed as inhibitors; also: potency is read from the fitted curve at half-maximal effect; % is scaled to controls: 0 for no effect and ±100 for the full control effect
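A549 ARE-Fluc cells in 5% FBS OPTI-MEM, 5000 cells/well, rested 2 h then exposed to compounds in concentration-response for 18-24 h at 37 °C. Viability by CellTiter-Fluor fluorescence (Ex 405/Em 525) after 30 min; luciferase luminescence (BugLite, 15 min, RT) read afterwards.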
Starred values were filed as active, the others as inactive; i = inactive; ? = inconclusive; / = not tested or not shown; [ ] = dose if it differs, or a comment. Unless noted, calls follow the shape of the dose curve; as a rule, active = well fitted curve in the direction sought with a large enough effect; inconclusive = small, poorly fitted or top-dose-only effect, or another doubt; inactive = no such curve, though single readings can be large; an effect the other way counts as inactive or inconclusive.

Values in the order: TGFb inhibitor	CCT chaperon mod	Mm-Cpn inhibitor	ATXN viability	Nrf2 block	Nrf2 activator	pAkt inh	HepG2 viability	A549 tox
Nc1nc(Nc2ccc(Cl)cc2)nc(NCCO)c1[N+](=O)[O-]
 : -28%	0.8	0%	i	1%	12%	i	-46%	0%
O=C(CCCCl)NC(=S)Nc1cc(C(F)(F)F)ccc1N1CCOCC1
 : ?	1.6	1%	i	?	9.1%	i	-33%	-24%
Cc1ccc(C2CC(=O)n3nc(-c4ccc(Cl)cc4)nc3S2)cc1 (centres undefined)
 : ?	/	/	/	-5%	2.6%	/	-44%	-1%
CCn1c(Cc2ccccc2)nnc1SCC(=O)Nc1ccccc1O
 : 8%	2.2	-5%	i	4%	?	i	-1%	9%
CCCCc1cc(=O)oc2cc(C)cc(OCC(=O)N3C[C@H]4C[C@@H](C3)c3cccc(=O)n3C4)c12
 : 13%	-1.1	1%	i	-24%	1.4%	i	-21%	-1%
CCOC(=O)c1ccc(NC(=O)C2=C(C)C(=O)OC23CCCCCC3)cc1
 : 0%	/	/	/	?	4.9%	/	-24%	3%
CCN(CC)S(=O)(=O)c1ccc(N2CCOCC2)c(NS(=O)(=O)c2cc(C(C)(C)C)ccc2C)c1
 : ?	0.6	4%	i	1%	2.5%	i	-34%	17%
CC(NC(=O)c1ccc(=O)oc1)c1ccccc1 (centres undefined)
 : 11%	-3.5	-3%	i	19%	13%	i	4%	-2%
CCOC(=O)c1sc(=S)n(-c2ccc(C)cc2)c1N
 : -1%	-1.9	-2%	i	24%	0.5%	i	-12%	1%
COc1ccc(S(=O)(=O)N(CC(=O)Nc2cccc(C)c2)c2ccc(C)cc2)cc1OC
 : -5%	/	/	i	/	-0.7%	/	-25%	0%
CC(C)CNC(=S)NNC(=O)c1csc2ccccc12
 : -41%	-1.7	-1%	i	-24%	1.7%	i	-5%	-2%
Cc1ccc(C(=O)NNC(=O)C2CC2)cc1Br
 : -7%	-0.9	2%	i	-4%	0.0%	i	-14%	10%
COc1cc(CN2C[C@@H](CO)O[C@@H](n3cnc4c(NC(C)C)ncnc43)C2)cc(OC)c1OC
 : -4%	-0.7	/	i	/	0.6%	i	1%	/
CCC1CCCCN1CCNC(=O)CCS(=O)(=O)c1ccc(Br)cc1 (centres undefined)
 : 0%	1.1	4%	i	-17%	-0.7%	i	5%	-1%
O=C(N/N=C/c1cccnc1)C(O)c1ccccc1 (centres undefined)
 : -1%	2.0	0%	i	18%	-0.2%	i	0%	4%
Cc1ccc(/C(N)=N/OC(=O)c2ccc(C)cc2Cl)cc1
 : 1%	-1.8	5%	i	?	6.8%[9.22 µM]	i	-1%	-12%
Cc1cccc(CNC(=O)c2ccc(Cn3c(SCc4cccc(F)c4)nc4cccnc43)cc2)c1
 : ?	/	/	/	?	0.8%	/	-31%	-1%
CCCCN(CC)C(=O)Cn1nc(C)c2c(C)n(-c3ccccc3)nc2c1=O
 : 1%	/	/	i	15%	-1.3%	/	-4%	4%
Cc1cccc(OS(=O)(=O)NC(=O)OCC2CCCN3CCCCC23)c1 (centres undefined)
 : 15%	0.2	0%	i	-1%	-0.6%	i	12%	1%
Cc1ccc(C)c(CNC(=O)c2ccc3c(c2)nc2n3CCOC2)c1
 : 0%	/	/	/	/	4.2%	/	1%	0%

(list continues)
Values in the order: TGFb inhibitor	CCT chaperon mod	Mm-Cpn inhibitor	ATXN viability	Nrf2 block	Nrf2 activator	pAkt inh	HepG2 viability	A549 tox
CCOc1ccc(C(=O)Nc2ccc(CN3CCOCC3)cc2)cc1Br
 : -2%	-0.6	2%	i	?	3.4%	i	-2%	0%
Cc1cc(/C=N/NC(N)=O)c(C)c(CO)c1
 : 9%	0.7	1%	i	-13%	2.5%	i	-10%	-3%
CCc1ccc(NC(=O)CC2C(=O)N(c3ccccc3)C(=O)N2C(C)C)cc1 (centres undefined)
 : -10%	/	/	/	?	5.1%	/	-11%	0%
O=C(COc1ccc(-n2cnnn2)cc1)Nc1cc(Cl)cc(Cl)c1
 : -20%	-0.3	0%	?	?	-0.1%	i	-33%	?
Oc1ccc2ccccc2c1N=Nc1nccs1
 : ?	0.6	-4%	16µM*	?	0.3%	i	-36%	?
N#Cc1nc(-c2ccc(Cl)cc2)oc1NCc1ccco1
 : 0%	-1.0	0%	i	?	?	i	-20%	13%
O=C1c2ccccc2S(=O)(=O)c2cc(N3CCC4(CC3)OCCO4)ccc21
 : -4%	-1.4	/	/	?	7.2%	i	-3%	8%
Cn1c(C(=O)N2CCN(c3ncccn3)CC2)cc2c(=O)n(C)c3ccccc3c21
 : 16%	-3.6	0%	?	-3%	0.6%	i	6%	-1%
O=C(NCC(O)c1ccccc1)c1ccc(Cl)c(S(=O)(=O)N2CCCC2)c1 (centres undefined)
 : 0%	-1.7	-1%	i	-28%	2.7%	i	-3%	-2%
COc1cccc(C(=O)Nc2c(C)nn(-c3ccccc3)c2C)c1
 : 1%	1.4	-3%	i	-6%	0.2%	i	13%	2%
COc1cc(S(=O)(=O)N2CCC(c3nc4ccccc4s3)CC2)ccc1S(=O)(=O)N1CC(C)CC(C)C1 (centres undefined)
 : 0%	-0.8	-1%	i	-22%	-0.6%	i	2%	-1%
CC(C)CC(N=Cc1c(O)c2ccccc2oc1=O)C(=O)O (centres undefined)
 : 13%	-0.9	-1%	i	?	-0.1%	i	3%	-2%
COc1ccc(-c2nnc(SCC(=O)N3CCOCC3)n2C)cc1OC
 : -14%	0.8	-3%	i	-6%	-0.1%	i	0%	-5%
CCOC(=O)C(C)Oc1cccc2c(=O)n(CC(=O)NCc3ccccc3)ccc12 (centres undefined)
 : ?	-4.9	-12%	?	?	-0.2%	i	-59%	0%
Oc1ccc(C=NNc2nc3ccccc3s2)c(O)c1
 : -21%	-1.0	/	?	12%	?	i	-15%	0%
Cc1ncc(C[n+]2ccc(C)c(C)c2)c(N)n1
 : -3%	-0.4	-6%	i	-1%	0.8%	i	-5%	-4%
Cc1ccc(CSc2nc3cccnc3n2Cc2ccc(C(=O)NC3CC3)cc2)cc1
 : -1%	/	/	/	?	3.1%	/	-12%	11%
CC1=C(C(=O)OC(C)C)C(c2cccnc2)n2ncnc2N1 (centres undefined)
 : 3%	-0.1	-11%	i	9%	3.0%	i	6%	1%
COc1cc(OC)c2nc(C)c3c(c2c1)N(c1ccc(O)cc1)CC3
 : ?	-0.1	0%	?	-24%	0.1%	i	-26%	-16%
CC(=O)c1ccc(N=Nc2ccc(N(C)C)cc2)cc1
 : 2%	1.5	-2%	i	14%	0.2%	i	-6%	13%

Reformatted: entries from further up
CCOC(=O)c1sc(=S)n(-c2ccc(C)cc2)c1N
  TGFb inhibitor: -1%
  CCT chaperon mod: -1.9
  Mm-Cpn inhibitor: -2%
  ATXN viability: i
  Nrf2 block: 24%
  Nrf2 activator: 0.5%
  pAkt inh: i
  HepG2 viability: -12%
  A549 tox: 1%
CC(C)CNC(=S)NNC(=O)c1csc2ccccc12
  TGFb inhibitor: -41%
  CCT chaperon mod: -1.7
  Mm-Cpn inhibitor: -1%
  ATXN viability: i
  Nrf2 block: -24%
  Nrf2 activator: 1.7%
  pAkt inh: i
  HepG2 viability: -5%
  A549 tox: -2%

(next part)
Values in the order: TGFb inhibitor	CCT chaperon mod	Mm-Cpn inhibitor	ATXN viability	Nrf2 block	Nrf2 activator	pAkt inh	HepG2 viability	A549 tox
CC(NC(=O)CNC(=O)C1CCCCC1)c1cccc(Cl)c1 (centres undefined)
 : -1%	-4.3	2%	?	2%	-0.7%	i	-2%	-4%
COc1ccccc1NC(=O)N(C)C[C@@H]1OCc2cn(nn2)CCCC(=O)N([C@H](C)CO)C[C@H]1C
 : 9%	-1.0	/	i	/	0.0%	i	9%	/
CCC(=O)Nc1cc(C(=O)OCC(=O)c2ccccc2Cl)ccc1C
 : 20%	-0.4	-3%	/	1%	0.0%	/	-6%	5%
Nc1cc([N+](=O)[O-])ccc1N1C(=O)CCCC1=O
 : -8%	-1.2	2%	i	-7%	-0.1%	i	2%	-13%
Cc1ccc(S(=O)(=O)Nc2ccc(Cl)cc2)cc1NC(=O)c1cc2c(s1)CCCC2
 : 13µM*	0.4	-21%	?	?	-0.7%	i	-36%	?
Cc1ccc(NC(=O)CSCC(=O)Nc2cc(S(=O)(=O)N3CCOCC3)ccc2OC(C)C)cc1
 : -6%	0.4	/	i	?	0.5%	i	-2%	-7%
CC1CC(C)CN(CCOc2ccc(Br)cc2)C1 (centres undefined)
 : 2%	2.7	3%	i	-3%	-0.3%	i	-5%	3%
COc1cc(NC(=S)NC(=O)c2ccc(C(C)(C)C)cc2)ccc1NC(=O)c1cccs1
 : -2%	-1.1	-2%	?	?	-0.8%	i	-39%	20%
COc1cc(OC)cc(-c2nnc(SCc3ccc(C(=O)O)cc3)o2)c1
 : 1%	-0.4	0%	i	-23%	0.5%	i	-3%	-7%
O=C(NC(Cc1ccccc1)C(=O)N1CCc2ccccc2C1)c1ccccc1 (centres undefined)
 : 30%	-1.8	1%	i	-27%	2.2%	i	3%	-15%
COC(=O)C1=C(NC(=O)CCCCl)CCS1
 : -1%	-1.7	-1%	i	-2%	-0.2%	i	3%	-4%

Assay outcomes: PubChem, National Center for Advancing Translational Sciences (NCATS)
